Screens (PubChem)
EPAC2 antagonist: blocks human EPAC2 exchange factor; EPAC2 GEF exchange of Rap1B-BODIPY-GDP, fluorescence; Q8WZA2; hit rate 0.18% among 360,000; Potency, µM (doses to about 114 µM), for the others: at the top dose activity, negative = inhibition, most hits filed as inhibitors; note: % is set by controls: 0 for no effect and ±100 for the full control effect; nearly all actives have a fitted effect of over 45% in size; many of its hits are not listed in these tables
Target sequence (Q8WZA2 whole entry, looked up): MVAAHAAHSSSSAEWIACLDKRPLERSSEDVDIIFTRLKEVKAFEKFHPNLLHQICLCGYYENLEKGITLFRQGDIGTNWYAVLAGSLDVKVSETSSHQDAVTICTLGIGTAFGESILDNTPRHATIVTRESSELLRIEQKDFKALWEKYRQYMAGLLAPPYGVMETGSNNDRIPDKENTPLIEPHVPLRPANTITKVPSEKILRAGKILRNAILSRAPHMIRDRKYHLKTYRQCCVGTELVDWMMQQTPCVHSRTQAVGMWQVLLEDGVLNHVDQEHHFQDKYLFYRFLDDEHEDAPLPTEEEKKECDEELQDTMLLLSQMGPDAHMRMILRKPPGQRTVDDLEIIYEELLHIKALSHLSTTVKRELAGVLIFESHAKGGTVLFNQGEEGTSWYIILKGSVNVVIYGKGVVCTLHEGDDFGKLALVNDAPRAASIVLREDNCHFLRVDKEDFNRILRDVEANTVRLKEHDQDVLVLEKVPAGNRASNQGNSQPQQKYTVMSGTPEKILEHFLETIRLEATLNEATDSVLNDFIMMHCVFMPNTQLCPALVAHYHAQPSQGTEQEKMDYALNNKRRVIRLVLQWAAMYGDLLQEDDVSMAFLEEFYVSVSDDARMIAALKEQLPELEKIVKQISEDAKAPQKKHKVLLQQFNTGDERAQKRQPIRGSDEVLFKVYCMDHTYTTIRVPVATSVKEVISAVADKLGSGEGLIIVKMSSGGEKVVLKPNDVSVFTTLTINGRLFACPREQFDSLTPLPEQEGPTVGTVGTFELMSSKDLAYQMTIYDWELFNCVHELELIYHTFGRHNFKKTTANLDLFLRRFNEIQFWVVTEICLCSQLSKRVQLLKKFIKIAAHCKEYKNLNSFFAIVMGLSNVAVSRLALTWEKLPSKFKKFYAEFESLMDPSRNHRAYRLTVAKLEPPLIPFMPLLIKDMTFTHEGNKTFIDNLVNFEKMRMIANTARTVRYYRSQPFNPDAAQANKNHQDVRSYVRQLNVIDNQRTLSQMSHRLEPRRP
A549 viability: counter-screen for Nrf2 inhibitors: cytotoxicity in A549 cells | A549 ARE-Fluc cells, CellTiter-Fluor viability, 18-24 h | Potency, µM (doses to about 46 µM), inactives show at the top dose activity change, negative = cytotoxicity, actives largely listed as inhibitors | hit rate 0.16% among 390,000 | AID 504648; note: % is set by controls: 0 for no effect and ±100 for the full control effect
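A549 ARE_Fluc cells in 5% FBS OPTI-MEM were exposed to compounds in concentration-response for 18-24 h at 37 deg C. Viability was read by CellTiter-Fluor fluorescence (Ex 405/Em 525) after 30 min, before the luciferase read.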
MCF10A rerep: induces DNA re-replication in MCF 10a normal breast cells | hit rate 2.9% among 350,000 | Potency, µM (top dose mostly 46.1 µM), for inactives: at the highest dose activity, positive = re-replication, usual class: activators | MCF 10A DNA re-replication, Hoechst nuclear intensity, 48 h; note: % of control where 0% means no effect; nearly all actives have a fitted effect of over 50% in size
ATXN2 expr inh: inhibitors of ATXN2 expression; HEK-293 ATXN2-luciferase reporter, luminescence, 24 h; Potency, µM (titrated, usually from 57 µM), inactives show at the top dose activity change, negative = inhibition, usual class: inhibitors; hit rate 0.72% among 360,000; AID 1745845; note: % is set by controls: 0 for no effect and ±100 for the full control effect; nearly all actives have a fitted effect of over 55% in size
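qHTS (up to 57 uM final) was run with 24 h compound exposure of reporter cells at 37 °C. Each well was multiplexed: SteadyGlo luminescence measured ATXN2-luciferase expression after a fluorogenic Gly-Phe-AFC viability readout (25 uM final).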
Nrf2 inh: Nrf2 pathway inhibition | hit rate 2.1% among 360,000 | AID 504444 | A549 ARE-Fluc reporter, luciferase luminescence, 18-24 h | Potency, µM (series often up to 46 µM), for inactives: top-dose activity change, negative = inhibition, actives largely listed as inhibitors; note: % is set by controls: 0 for no effect and ±100 for the full control effect; nearly all actives have a fitted effect of over 60% in size
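In this cell-based qHTS, ARE-driven firefly luciferase in A549 cells reports Nrf2 activity; the luminescent signal after BugLite lysis is the measured value, with a prior CellTiter-Fluor read for cell health.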
HepG2 tox: kills HepG2 cells in TGF-b inhibitor counter-screen | HepG2 CAGA-GFP viability, ATP luminescence, 18 h | Potency, µM (doses to about 46.1 µM), inactives show at the highest dose activity change, negative = cytotoxicity, actives largely listed as cytotoxic | hit rate 0.76% among 410,000 | AID 588856; note: some results filed as inactive show a strong effect at the top dose
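CellTiter-Glo luminescence gave cytotoxicity after 18 hours at 37 degrees C. The cells were HepG2 CAGA-GFP in 1% FBS DMEM, stimulated with 500 pg/mL TGF-beta after compound addition. %Activity was normalised to no-cell wells (complete cell-killing) and DMSO (no toxicity), and curves were fitted and classified.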
TGFb inhibitor: inhibitors of TGF-b signaling. HepG2 CAGA-GFP TGF-b/SMAD3 reporter, GFP fluorescence, 18 h; TGF-beta stimulated, 500 pg/mL final. hit rate 1.2% among 410,000. Potency, µM (highest dose often 46.1 µM), inactives show at the highest dose activity, negative = inhibition, usual class: inhibitors; note: % is set by controls: 0 for no effect and ±100 for the full control effect; nearly all actives have a fitted effect of over 65% in size
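First, reporter cells (HEPG2 CAGA-GFP) rested 2 h at 37 degrees C. Next, compounds were pinned in and TGF-beta added to 500 pg/mL final. After 18 h, GFP was imaged per cell and summed per well.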
Nrf2 ARE act: activators of Nrf2 (ARE) signaling | AREc32 ARE-luciferase reporter (MCF7-derived line), luminescence, 24 h | Potency, µM (highest dose often 46.1 µM), for the others: at the top dose activation, usual class: activators | hit rate 0.31% among 410,000; note: % of control where 0% means no effect; nearly all actives have a fitted effect of over 65% in size
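AREc32 cells carrying an ARE-driven firefly luciferase, 1000 cells/well in OPTI-MEM with 5% FBS, dosed after overnight attachment and incubated 24 hr at 37 deg C. Steady-Glo luminescence read after 30 min at RT.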
S2 tox: cell viability loss in ATXN counter-screen; S2 cells (HEK-293 line with an ATXN2-luciferase reporter) viability, CellTiter-Fluor protease fluorescence, 24 h; Potency, µM (top dose mostly 56.7 µM), actives largely listed as cytotoxic; hit rate 0.49% among 400,000; note: nearly all actives have a fitted effect of over 40% in size
Starred values were filed as active, the others as inactive; i = inactive; u = inconclusive; x = not tested or not shown; & = joins results of further samples; [ ] = dose if it differs, or a comment. Calls come from the whole dose curve; as a rule, active = well fitted curve in the direction sought with a large enough effect; inconclusive = small, poorly fitted or top-dose-only effect, or another doubt; inactive = no such curve, though single readings can be large; an effect the other way counts as inactive or inconclusive. Potency is the fitted concentration of half-maximal effect. An excerpt. The share of hits here may be higher or lower than overall.

#1 O=C(CN(c1ccccc1)S(=O)(=O)c1ccccc1[N+](=O)[O-])N1CCCC1
#2 Cc1ccc(N(C)C(=O)C2CCN(S(=O)(=O)c3c(C)noc3/C=C/c3c(C)cc(C)cc3C)CC2)cc1
#3 CC(C)[C@H](NC(=O)[C@@H]1Cc2ccccc2CN1C(=O)OC(C)(C)C)C(=O)NCC1CCCO1 (some centres not stated)
#4 Cc1ccc(NC(=O)CSc2nnc(CNC(=O)c3cccs3)o2)cc1
#5 O=C(CCNC(=O)c1ccc(Cl)cc1)Nc1cc(C(F)(F)F)ccc1N1CCOCC1
#6 CC(NC(=O)C12CC3CC(CC(C3)C1)C2)c1ccc2c(c1)OCCO2 (configuration not stated)
#7 Cc1cc(NCCN2CCOCC2)n2nc(C)c(-c3ccc(Cl)cc3)c2n1
#8 CCOC(=O)c1ccccc1NC(=O)CN(c1ccccc1C)S(C)(=O)=O
#9 O=C(c1cccc(N2C(=O)C3C4C=CC(C4)C3C2=O)c1)N1CCN(c2ccccc2)CC1 (configuration not stated)
#10 O=C(CCNS(=O)(=O)c1ccccc1)OCC(=O)c1ccc(Br)cc1

assay / entry,1,2,3,4,5,6,7,8,9,10
EPAC2 antagonist,0%,x,-1%,-1%,8%,12%,4%,-15%,-1%,-2%
A549 viability,-17%,-14%,-1%,2%,x,-7%,-19%,-3%,6%,10%
MCF10A rerep,u,x,-1%,5%,x,1%,-1%,1%,-2%,15%
ATXN2 expr inh,-1%,x,-16%,7%,x,1%,-18%,x,x,5%
Nrf2 inh,-21%,x,-9%,4%,x,10%,x,0%,u,-1%
HepG2 tox,8%,-3%,-1%,2%,-34%,-13%,-20%,-11%,5%,6%
TGFb inhibitor,23%,u,-3%,1%,-19%,-27%,85%[activator],-24%,-8%,4%
Nrf2 ARE act,0.2%,-1.1%,0.0%,0.0%,0.3%,0.0%,0.5%,0.3%,-0.3%,-0.8%
S2 tox,i,x,i,i,i,i,i,x,i,i

#11 Cc1cc(NC(=O)CSc2nc3c(C)ccc(C)c3cc2C#N)no1
#12 NC(=O)CC(NC(=O)c1ccc(Br)cc1)c1ccc(NCc2ccc(F)c(F)c2)c([N+](=O)[O-])c1 (configuration not stated)
#13 Cc1c(C(=O)NNC(=O)c2ccncc2)oc2ccccc12
#14 O=C(c1ccccc1)N1CCCN(c2nccc(C(F)(F)F)n2)CC1
#15 CN1CCN(C2=CC(=O)OC23CCCCC3)CC1
#16 CCN(CC(=O)Nc1ccccc1C(F)(F)F)C(=O)c1ccc(N2C(=O)CCC2=O)cc1
#17 O=C(O)C1CCCCC1C(=O)Nc1ccc(S(=O)(=O)N2CCOCC2)cc1 (configuration not stated)
#18 Fc1ccc(-c2nc3ccc(Cl)cn3c2Cc2ccccc2C(F)(F)F)cc1
#19 O=C1NC(=S)N/C1=C\C=C\c1ccccc1
#20 CC(C)C(C)NC(=O)CN1C(=O)NC2(CCc3ccccc32)C1=O (configuration not stated)

assay / entry,11,12,13,14,15,16,17,18,19,20
EPAC2 antagonist,-1%,-8%,10%,-17%,5%,-6%,-1%,-26%,6%,5%
A549 viability,3%,u,-2%,4%,2%,-4%,-1%,x,-11%,1%
MCF10A rerep,0%,4%,1%,1%,-3%,-1%,1%,x,1%,-3%
ATXN2 expr inh,-1%,-34%,x,-12%,3%,-4%,5%,68%[activator],-13%,32%
Nrf2 inh,1%,u,17%,u,9%,13%,-12%,x,-19%,-18%
HepG2 tox,5%,-16%,5%,-82%,0%,-48%,-2%,-42%,-23%,-3%
TGFb inhibitor,-15%,-1%,8%,11%,2%,u,4%,13µM*,u,5%
Nrf2 ARE act,0.1%,3.8%,0.1%,-0.7%,-0.4%,-0.3%,-0.2%,4.6%,5.7%,-0.5%
S2 tox,i,u,i,i,i,i,i,i,i,i

Given tab-delimited: two of the compounds above
no.	SMILES	EPAC2 antagonist	A549 viability	MCF10A rerep	ATXN2 expr inh	Nrf2 inh	HepG2 tox	TGFb inhibitor	Nrf2 ARE act	S2 tox
13	Cc1c(C(=O)NNC(=O)c2ccncc2)oc2ccccc12	10%	-2%	1%	x	17%	5%	8%	0.1%	i
14	O=C(c1ccccc1)N1CCCN(c2nccc(C(F)(F)F)n2)CC1	-17%	4%	1%	-12%	u	-82%	11%	-0.7%	i

Following part.
#21 N#Cc1c2c(c(NCCCN3CCOCC3)n3c1nc1ccccc13)CCC2
#22 Cc1ccc2c(c1)N(CCC(=O)NCc1ccccn1)C(=O)CO2
#23 CN1CC(=O)N(CC(=O)Nc2ccc(N3CCOCC3)cc2)C1=O
#24 Cc1cnc2nc(-c3ccccc3)ccc2c1
#25 Cc1ccc(S(=O)(=O)N2CCN(C(=O)Cn3nc(C(=O)O)c4ccccc4c3=O)CC2)cc1
#26 COc1ccc(NCN2C(=O)CCC2=O)cc1
#27 COc1cc2nc(CN3CCN(C(C)=O)CC3)[nH]c(=O)c2cc1OC
#28 CC(C)(C)c1ccc(C(=O)Nc2c3c(nn2C(C)(C)C)CS(=O)(=O)C3)cc1
#29 CN(CC(=O)Nc1cccc(F)c1)C(=O)CN1c2cccc3cccc(c23)S1(=O)=O
#30 CC(=O)NCC(c1ccc2c(c1)OCO2)N1CCN(c2ccccc2)CC1 (configuration not stated)

assay / entry,21,22,23,24,25,26,27,28,29,30
EPAC2 antagonist,-4%,0%[57.1 µM],3%,4%,4%,-1%,15%,3%,-8%,x
A549 viability,-20%,u,2%,x,9%,-1%,5%,-12%,-4%,-2%
MCF10A rerep,u,1%,0%,x,0%,u,-39%[inhibitor],2%,12%,x
ATXN2 expr inh,-25%,1%,x,6%,x,14%,-5%,-4%,3%,-3%
Nrf2 inh,-15%,-11%,6%,x,u,11%,15%,-18%,10%,x
HepG2 tox,-41%,-1%,-16%,-27%,17%,-25%,0%,-9%,-23%,-2%
TGFb inhibitor,23%,-9%,-1%,-11%,10%,0%,0%,0%,5%,-4%
Nrf2 ARE act,1.0%,0.2%,0.3%,u,0.3%,4.3%,0.4%,-1.2%,5.4%,-1.2%
S2 tox,i,i,i,i,i,i,i,i,i,i

#31 CCO[C@H]1OC(C(=O)N2CCN(C)CC2)=C[C@@H](C2CC2)[C@@H]1CCCO
#32 CC1(C)CC(=O)C=C(NCc2ccco2)C1
#33 Cc1ccc(-c2[nH]ncc2CNC(C)c2ccccc2)cc1 (configuration not stated)
#34 Cc1csc2c(=O)sc(NC(=O)c3ccco3)nc12
#35 COc1ccccc1NC(=O)Nc1nnc(Cc2ccccc2F)s1
#36 CCc1nc(NCCO)c(C#N)c2c1CSC(C)(C)C2
#37 COc1ccc(/C=C/C(=O)NCC2COc3ccccc3O2)c(OC)c1 (configuration not stated)
#38 COCCN(C(=O)CSc1ncn[nH]1)c1c(N)n(Cc2ccccc2)c(=O)[nH]c1=O
#39 Cc1cc(C)cc(N(CC(=O)NC2CCCCCC2)S(=O)(=O)c2c(C)[nH]c(=O)[nH]c2=O)c1
#40 O=C(CSC1=NCCS1)Nc1ccc(F)cc1

assay / entry,31,32,33,34,35,36,37,38,39,40
EPAC2 antagonist,7%,-4%,x,-1%,-4%,0%,11%,-8%,-4%,-11%
A549 viability,0%,3%,11%,-1%,-1%,0%,1%,0%,5%&-4%,-13%
MCF10A rerep,11%,-3%,x,u,9%,u,3%,-1%,0%,7%
ATXN2 expr inh,-1%,-5%,x,-12%,x,-20%,3%,-13%,x,21%
Nrf2 inh,-3%,-1%,15%,-18%,23%,-2%,u,6%,-3%&-20%,u
HepG2 tox,-7%,2%,-53%,117%,-2%,1%,16%,-17%,-39%&-1%,-17%
TGFb inhibitor,2%,6%,5%,0%,-8%,15%,-2%,-8%,2%&-8%,-3%
Nrf2 ARE act,0.5%,0.2%,x,u,1.3%,-0.4%,3.9%,-0.2%,-0.8%,4.6%
S2 tox,i,i,x,i,u,u,i,i,i,i

Some entries already given, limited to HepG2 tox:
| No. | compound | HepG2 tox |
| --- | --- | --- |
| 31 | CCO[C@H]1OC(C(=O)N2CCN(C)CC2)=C[C@@H](C2CC2)[C@@H]1CCCO | -7% |
| 35 | COc1ccccc1NC(=O)Nc1nnc(Cc2ccccc2F)s1 | -2% |
| 34 | Cc1csc2c(=O)sc(NC(=O)c3ccco3)nc12 | 117% |

The listing continues:
#41 OCC[C@@H]1C[C@H](O)[C@@H](O)[C@]2(Cc3ccccc3CCO2)O1
#42 C=CCOc1c(Br)cc(CNn2c(C)n[nH]c2=S)cc1OC
#43 Cc1ccccc1OCC(=O)OCC(=O)c1ccc(OC(=O)c2ccccc2)cc1
#44 CC1CCN(C(=O)C(NS(=O)(=O)c2cccc3nsnc23)C(C)C)CC1 (configuration not stated)
#45 COC(=O)c1ccc(NC(=O)CCc2c(C)nn(-c3ccc(N4CCOCC4)nn3)c2C)cc1
#46 COc1cccc(-c2nc(C#N)c(N3CCN(C(=O)c4ccco4)CC3)o2)c1
#47 COc1ccc(Cc2noc(COc3ccc(Cl)cc3)n2)cc1
#48 CN(C)C(=O)CCc1ccc2c3c([nH]c2c1)[C@]1(CCc2ccccc2)[C@@H](C(=O)N2CCCCC2)C[C@H](CC(=O)NCCc2ccccn2)C(=O)N1CC3
#49 COc1ccccc1S(=O)(=O)Cc1ccc(C(=O)NC2CCCCC2)o1
#50 CC1=C(C(=O)NCc2ccccc2)C(c2cccs2)NC(=S)N1 (configuration not stated)
#51 COC(=O)c1cc(=O)n(Cc2ccco2)c(=Nc2ccc(F)cc2)s1

assay / entry,41,42,43,44,45,46,47,48,49,50,51
EPAC2 antagonist,6%,-2%,-1%,3%,x,0%,-3%,3%,-4%,8%,-23%
A549 viability,3%,3%,-4%,1%,-2%,2%,7%,-3%,18%,0%,-22%
MCF10A rerep,7%,-5%,3%,4%,x,8%,10%,44%,-5%,-3%,u
ATXN2 expr inh,1%,-15%,7%,4%,34%,5%,-1%,5%,-13%,-1%,-38%
Nrf2 inh,1%,-12%,8%,0%,u,4%,-21%,-11%,6%,-7%,u
HepG2 tox,-18%,10%,2%,4%,3%,-6%,-18%,-4%,-2%,0%,-76%
TGFb inhibitor,-21%,0%,15%,7%,0%,u,u,-15%,-10%,5%,u
Nrf2 ARE act,-0.9%,0.1%,3.3%,-0.3%,3.8%,0.0%,-0.6%,-0.3%,-0.9%,0.3%,-2.1%
S2 tox,i,i,i,i,i,u,i,i,i,i,u
